# Assay outcomes as filed in PubChem.
# ERAP1 inh – blocks human ERAP1 aminopeptidase activity; Q9NZ08; recombinant ERAP1, Leu-AMC fluorescence, 60 min; inhibition, % at 10.7 µM; 340,000 tested, 0.15% active;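 active = mean replicate inhibition of at least 30%, or all replicates individually reaching that 30% level; inactive = mean below 30% and not every replicate reaching it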;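 also: 0% = neutral control wells and 100% = L-leucinethiol positive control wells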
# Target sequence (Q9NZ08 whole entry, looked up): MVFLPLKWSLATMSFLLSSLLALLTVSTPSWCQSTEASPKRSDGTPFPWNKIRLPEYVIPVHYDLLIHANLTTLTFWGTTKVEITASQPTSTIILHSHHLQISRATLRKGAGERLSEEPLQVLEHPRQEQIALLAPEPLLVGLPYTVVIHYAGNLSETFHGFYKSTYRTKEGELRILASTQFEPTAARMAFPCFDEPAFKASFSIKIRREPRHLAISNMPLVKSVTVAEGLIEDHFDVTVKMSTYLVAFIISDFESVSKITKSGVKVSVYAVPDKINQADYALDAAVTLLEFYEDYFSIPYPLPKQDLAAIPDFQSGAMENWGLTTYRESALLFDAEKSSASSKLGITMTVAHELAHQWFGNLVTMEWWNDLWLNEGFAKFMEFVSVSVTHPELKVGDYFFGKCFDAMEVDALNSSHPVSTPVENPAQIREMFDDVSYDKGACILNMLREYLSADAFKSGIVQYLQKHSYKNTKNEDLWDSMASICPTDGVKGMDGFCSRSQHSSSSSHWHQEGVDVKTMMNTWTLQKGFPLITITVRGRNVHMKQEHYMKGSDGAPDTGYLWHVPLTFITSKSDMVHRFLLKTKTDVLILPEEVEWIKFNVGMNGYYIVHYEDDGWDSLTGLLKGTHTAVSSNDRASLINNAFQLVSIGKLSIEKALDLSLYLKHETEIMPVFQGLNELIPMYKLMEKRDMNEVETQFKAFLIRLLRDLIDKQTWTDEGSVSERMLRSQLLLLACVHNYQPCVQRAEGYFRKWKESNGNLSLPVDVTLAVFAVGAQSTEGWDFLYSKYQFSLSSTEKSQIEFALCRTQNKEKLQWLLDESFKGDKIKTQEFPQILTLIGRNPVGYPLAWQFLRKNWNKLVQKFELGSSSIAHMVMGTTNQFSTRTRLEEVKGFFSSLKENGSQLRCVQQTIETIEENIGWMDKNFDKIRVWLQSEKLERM
# EWS-Fli inh – inhibitors of EWS/Fli oncoprotein transcriptional activity | A673 NR0B1-luciferase reporter, viability-normalised | inhibition, % at 12.6 µM | 350,000 tested, 0.67% active;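 active = mean inhibition of at least 50% after viability correction, with every replicate also passing that limit; inconclusive = mean reaches 50% but only one of two replicates passes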;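 also: firefly luciferase signal divided by Alamar Blue viability fluorescence both relative to DMSO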
# LGR2 antag – inhibitors of bursicon-induced Drosophila LGR2 receptor cAMP signaling. HEK293 LGR2, CRE-luciferase, bursicon-stimulated, 4 h. inhibition, % at 9.99 µM. 380,000 tested, 0.35% active. AID 720647;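 active = drop in luminescence signal, shown as inhibition above about 50% in the replicate tests, limit read from the data, passing the limit was not always enough; inconclusive = probably only some replicates passing the limit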;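 also: agonist challenge used bursicon conditioned medium at about half maximal strength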
# PglD inh – PglD (C. jejuni) enzyme inhibition; inhibition, % at 12.5 µM; AID 602405; purified PglD enzyme, DTNB colorimetric CoA detection; 360,000 tested, 0.098% active; in the data active = inhibition above about 16%, passing the limit was not always enough; inconclusive = no clear call, values can overlap the other calls; also: strong numbers were not always called active
# FN deposition inh – fibronectin deposition inhibition. AID 743247. 350,000 tested, 0.086% active. inhibition, % at 12.6 µM. AH1F fibroblasts, Alexa488-fibronectin deposition fluorescence, overnight;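 active = mean inhibition across replicates of 30% or more, regardless of how many single replicates reach that level; inconclusive = mean under 30% yet at least half of replicates reach 30%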;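 also: positive control wells lacked labelled fibronectin entirely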
#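 Material: AH1F fibroblast monolayer depositing Alexa488-labelled fibronectin into matrix | Input: 10000 AH1F cells/well | Medium: DMEM plus 2% serum, read in PBS | Reagent: Alexa488-fibronectin, 24 nM final in well | Compound dosing: One dose per compound, pinned | Schedule: 1 h adhesion, overnight exposure | Measured by: Fluorescence at 485 nm excitation, 525 nm emission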
# S100A4 inh HTS – S100A4-myosin IIA interaction inhibition; P26447; S100A4/TAMRA-MyoIIA peptide fluorescence polarization; inhibition, % at 10.7 µM; 360,000 tested, 0.14% active; AID 652163;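 active = mean inhibition of at least 70% across replicates, with every replicate also reaching that level; inconclusive = mean inhibition reaches 70% but some replicates fall short; inactive = mean inhibition below 70%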
# Target sequence (P26447 whole entry, looked up): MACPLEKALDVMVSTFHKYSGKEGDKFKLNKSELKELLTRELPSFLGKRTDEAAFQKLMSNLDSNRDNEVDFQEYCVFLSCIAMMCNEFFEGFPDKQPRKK
#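 Material: S100A4 monomer protein / Buffer or medium: 50 mM HEPES pH 7.2, 10 mM CaCl2, 100 mM KCl / Times: 5 min incubation before reading / Benchmarks: neutral control DMSO, positive control TFP / Reagent: labelled myosin peptide probe, 5 nM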
# PGC1a acetyl inh – lowers PGC1a acetylation signal in U2OS cells; inhibition, % at 15.6 µM; 350,000 tested, 0.17% active; AlphaScreen anti-acetyl-lysine; with virally co-expressed GCN5 acetyltransferase;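 active = every replicate shows inhibition of at least 40%; inconclusive = mean inhibition at least 40% but some replicate below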;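 also: 0% = neutral control wells and 100% = positive control wells; some results beyond the cut were filed as inactive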
# PAX8 inh HTS – inhibitors of PAX8 transcriptional activity in RMG-I cells. RMG-I TPO-luciferase reporter, SteadyGlo, 24 h. inhibition, % at 12.6 µM. 360,000 tested, 1.2% active;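 active = mean replicate inhibition at least 60% with every replicate also reaching 60%; inconclusive = only one of the two criteria is met; inactive = mean below 60% and not all replicates reaching 60%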;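 also: luciferase light reporting Pax8 driven TPO promoter activity; plate controls were median of neutral control wells for no effect and mitoxantrone controls for full effect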
# An asterisk follows results filed as active; ? = inconclusive; / = no result given; & = joins results of further samples.
[1] O=C(CN1CCOCC1)N1[C@H](CO)[C@@H]2c3ccccc3NC[C@@H]21
[2] CCn1c(=O)c2sccc2n(Cc2cccc(C)c2)c1=O
[3] Cc1cc(C)c2c(=O)cc(C(F)(F)F)oc2n1
[4] CCC(C)(C)c1ccc(OCCCC[n+]2ccccc2)c(C(C)(C)CC)c1
[5] O=C(CO/N=C/c1ccccc1)N1c2ccccc2Oc2ccccc21
[6] C[C@@H]1CCCCO[C@@H](CN(C)CC2CC2)[C@H](C)CN([C@@H](C)CO)C(=O)c2cc(NC(=O)Nc3ccc(F)cc3)ccc2O1
[7] COc1cc(/C=N/NC(=O)c2ccc(Cl)cc2)ccc1OCC(=O)N1CC(C)OC(C)C1 (centres undefined)
[8] Cc1ccc(S(=O)(=O)NC2CCCC2)cc1C

Screen / compound no.	1	2	3	4	5	6	7	8
ERAP1 inh	-1.9	-0.5	2.3	24.4	/	1.6	6.3	/
EWS-Fli inh	-0.2	8.1	1.4	27.4	/	-3.0	-15.9	/
LGR2 antag	2.1	5.3	-1.9	19.2	/	-19.6	-0.8	/
PglD inh	-1.9	-2.0	0.7	/	1.9	1.0	-2.0	-1.8
FN deposition inh	-8.3	5.5	6.9	/	0.4	-17.1	2.2	-3.4
S100A4 inh HTS	19.1	-4.5	6.1	-2.7	/	0.3	4.7	/
PGC1a acetyl inh	7.7	/	5.1	/	-10.6	-12.8	/	4.8
PAX8 inh HTS	-16.4	7.3	10.6	87.6*	9.6	-2.9	2.3	18.6

[9] CC1CN(C(=O)CCC(=O)NCc2ccccn2)c2ccccc2O1 (centres undefined)
[10] NC(=O)c1cc(S(=O)(=O)N2CCN(c3ccc([N+](=O)[O-])cc3)CC2)cs1
[11] Nc1cccc2c(=O)[nH][nH]c(=O)c12
[12] OCCN(CCO)c1nc2ccccc2[nH]1
[13] CCN(C1CCCCC1)S(=O)(=O)CCNC(=O)c1ccc2c(c1)OCO2
[14] Cc1nccc(-c2cc(-c3ccc(Cl)cc3Cl)no2)n1
[15] C[C@H]1CN([C@@H](C)CO)C(=O)c2cccc(NC(=O)C3CC3)c2O[C@@H]1CN(C)Cc1ccc(C(=O)O)cc1
[16] CC1CCC2(CC1)NC(=O)N(NC(=O)CCc1c[nH]c3ccccc13)C2=O (centres undefined)

Screen / compound no.	9	10	11	12	13	14	15	16
ERAP1 inh	2.2	5.8	-12.5	/	0.5	0.1	-1.1	-2.2
EWS-Fli inh	3.9	8.5	-0.2	6.4	2.2	-98.4	-14.1	12.0
LGR2 antag	-3.1	3.7	14.0	10.2	5.7	/	12.7	20.7
PglD inh	4.4	-8.0	/	/	13.5	/	-2.7	6.3
FN deposition inh	-7.3	-7.5	2.7	0.2	8.2	0.4	/	-1.4
S100A4 inh HTS	-1.1	-0.3	-0.9	8.2	3.8	-8.7	-15.1	-3.7
PGC1a acetyl inh	-18.4	-6.3	/	8.7	/	/	5.5	/
PAX8 inh HTS	-16.5	6.6	-3.7	8.1	17.5	-169.6	-12.5	-1.6

[17] O=C1C(Cc2ccccc2)Nc2ncnc(N3CCN(c4ccccc4)CC3)c2N1Cc1ccc(Br)cc1 (centres undefined)
[18] Cc1ccc(NC(=O)CN2CCCCC2)c2c1CC(C)(C)O2
[19] O=C(CN1C(=O)S/C(=C\c2cccc(Cl)c2)C1=O)NCCCn1ccnc1
[20] COc1ccc(C#Cc2cnc3c(c2)C(=O)N([C@@H](C)CO)C[C@H](C)[C@@H](CN(C)C(=O)CN(C)C)O3)cc1
[21] NC(=O)CCC(NC(=S)Nc1ccccc1)C(=O)O (centres undefined)
[22] Cc1ccccc1-c1cnc2c(c1)C(=O)N([C@H](C)CO)C[C@H](C)[C@H](CN(C)Cc1ccncc1)O2
[23] O=Cc1ccc2noc(-c3ccc(Cl)cc3)c2c1
[24] Cn1c(CC(=O)Nc2ccccc2C(F)(F)F)c(Sc2ccccc2)c2ccccc21

Screen / compound no.	17	18	19	20	21	22	23	24
ERAP1 inh	-1.1	-2.7	-3.3	-0.4	/	6.7	-1.8	/
EWS-Fli inh	-4.0	4.4	/	11.4	-10.4	-6.3	-24.4	/
LGR2 antag	3.8	-22.6	6.1	4.4	11.9	7.1	-48.4	-8.0
PglD inh	-1.8&-4.5	/	1.5	-1.8	/	0.1	6.1	11.9
FN deposition inh	-4.9	-2.7	7.3	-1.2	7.1	-7.1	/	/
S100A4 inh HTS	-13.8	0.0	6.3	31.8	2.6	-81.8	-1.1	/
PGC1a acetyl inh	-14.7&2.1	/	1.7	-9.5	-8.8	0.3	24.6	-9.8
PAX8 inh HTS	18.0	-6.6	-17.0	/	-25.5	1.1	/	5.1

[25] Cc1ccoc1C(=O)NCCCNC(=O)c1occc1C
[26] NC(COCc1ccccc1)c1csc(Nc2ncccn2)n1 (centres undefined)
[27] O=CN(c1ccccc1)c1ccc2ccccc2c1
[28] CCCCSc1nc2c(c(=O)n1CC)SC(C)C2 (centres undefined)
[29] C[C@@H]1CN([C@H](C)CO)C(=O)c2cccc(NC(=O)Nc3ccc4c(c3)OCO4)c2O[C@H]1CN(C)Cc1ccc(C(=O)Nc2ccccc2N)cc1
[30] COc1ccc(CCNC(C)C(=O)Nc2ccc(S(N)(=O)=O)cc2)cc1 (centres undefined)
[31] CCCC[C@H]1COCCS(=O)(=O)N1Cc1cccc(F)c1
[32] CCCCCNC(=O)Cn1c(=O)c2c(ncn2CC(C)C)n(Cc2ccccc2)c1=O

Screen / compound no.	25	26	27	28	29	30	31	32
ERAP1 inh	/	8.6	-0.3	0.6	-0.6	-0.2	0.7	-0.8
EWS-Fli inh	/	-31.9	-2.2	9.7	8.5	2.1	-13.4	-17.1
LGR2 antag	/	-12.9	-37.4	-10.2	10.0	-0.5	-11.5	0.9
PglD inh	2.3	0.4	/	7.3	5.8	-0.9	8.6	2.4
FN deposition inh	-2.9	1.8	6.4	5.5	-7.9	-1.3	-4.8	-6.1
S100A4 inh HTS	/	-13.8	-5.3	-3.3	4.6	2.6	6.3	3.0
PGC1a acetyl inh	-7.7	5.9	/	0.0	-0.5	/	-18.9	/
PAX8 inh HTS	-8.5	12.4	-2.6	3.4	/	1.6	-9.3	9.9

[33] COc1cnc(-c2cccc(C(F)(F)F)c2)[nH]c1=O
[34] O=c1c(-c2ccccc2)nc2ccccc2n1C(c1ccccc1)c1nc2ccccc2[nH]1 (centres undefined)
[35] O=C(C[C@H]1CC[C@@H]2[C@H](COC[C@H](O)CN2Cc2ccc(Oc3ccccc3)cc2)O1)N1CCCCC1
[36] CCN(CCCNC(=O)COc1cc(=O)n(CC)c2ccccc12)Cc1ccccc1
[37] Nc1ncnc2nn(C3OC(CO)C(O)C3O)nc12 (centres undefined)
[38] Cc1cccc(NS(=O)(=O)c2ccc3c(c2)CCC(=O)N3)c1
[39] COc1ccc(OCC(CO)N2CCN(c3ccccc3)CC2)cc1 (centres undefined)
[40] C[C@@H]1CN([C@@H](C)CO)C(=O)c2c(c3ccccc3n2C)-c2ccccc2CO[C@H]1CN(C)C(=O)NC1CCCCC1

Screen / compound no.	33	34	35	36	37	38	39	40
ERAP1 inh	-5.2	4.3	1.1	/	1.0	2.6	0.3	/
EWS-Fli inh	5.4	-27.1	24.9	/	-7.4	7.5&5.7	-8.4	-3.8
LGR2 antag	8.1	-49.6	5.7	/	17.6	0.8&11.1	-9.6	/
PglD inh	/	/	2.1	-2.0	1.1	-6.2&-5.5	-1.7	/
FN deposition inh	3.4	-0.9	-11.9	-3.4	4.0	2.8&-1.1	-2.1	7.8
S100A4 inh HTS	-8.2	-9.0	5.0	/	-2.0	-4.6&-0.7	-5.6	/
PGC1a acetyl inh	-1.1	/	-6.0	-18.2	/	12.9	9.3	8.1
PAX8 inh HTS	5.5	-21.4	8.5	3.8	?	-3.9&13.0	-11.0	-14.6

# Reprinted at random: five compounds from above
[8] Cc1ccc(S(=O)(=O)NC2CCCC2)cc1C
[13] CCN(C1CCCCC1)S(=O)(=O)CCNC(=O)c1ccc2c(c1)OCO2
[15] C[C@H]1CN([C@@H](C)CO)C(=O)c2cccc(NC(=O)C3CC3)c2O[C@@H]1CN(C)Cc1ccc(C(=O)O)cc1
[34] O=c1c(-c2ccccc2)nc2ccccc2n1C(c1ccccc1)c1nc2ccccc2[nH]1 (centres undefined)
[5] O=C(CO/N=C/c1ccccc1)N1c2ccccc2Oc2ccccc21

Screen / compound no.	8	13	15	34	5
ERAP1 inh	/	0.5	-1.1	4.3	/
EWS-Fli inh	/	2.2	-14.1	-27.1	/
LGR2 antag	/	5.7	12.7	-49.6	/
PglD inh	-1.8	13.5	-2.7	/	1.9
FN deposition inh	-3.4	8.2	/	-0.9	0.4
S100A4 inh HTS	/	3.8	-15.1	-9.0	/
PGC1a acetyl inh	4.8	/	5.5	/	-10.6
PAX8 inh HTS	18.6	17.5	-12.5	-21.4	9.6

# The listing continues.
[41] O=S(=O)(c1ccc(NC(=S)NCCc2ccccc2)cc1)N1CCOCC1
[42] COc1ccc(CNC(=O)c2cc(-c3cccs3)on2)cc1
[43] COc1ccc(NC(=O)CSCC(=O)Nc2ccc(S(=O)(=O)N3CCOCC3)cc2)cc1
[44] COc1ccc2c3c([nH]c2c1)[C@@H](CO)N(S(C)(=O)=O)CC31CCN(CC2CCCCC2)CC1
[45] CCOC(=O)C(Cc1ccccc1)(Cc1ccccc1)C(C)=O
[46] Cc1cc(C)nc(N/N=C/c2c[nH]c3ccccc23)n1
[47] CS(=O)(=O)Nc1ccc(C2=NN(S(=O)(=O)c3ccc(F)cc3)C(c3ccco3)C2)cc1 (centres undefined)
[48] CCS(=O)(=O)N1Cc2cc(C(=O)O)nc(-c3cccc(-c4ccc(C#N)cc4)c3)c2[C@H]1CCO
[49] Cc1sc2c(c1C)C(=O)/C(=C\Nc1ccncc1)S(=O)(=O)N2C
[50] CC[C@H](C)[C@@H](C(=O)N1CCNCC1)n1cc([C@@H](N)CC(C)C)nn1
[51] COc1ccc(COC(=O)c2cccc(S(=O)(=O)N3CCN(C(C)=O)CC3)c2)cc1

Screen / compound no.	41	42	43	44	45	46	47	48	49	50	51
ERAP1 inh	/	/	-0.2	-0.2	-1.0	-3.1	0.5	0.6	-3.1	3.5	4.0
EWS-Fli inh	/	/	0.4	0.2	7.1	21.6	15.3	/	13.0	1.9	3.6
LGR2 antag	6.1	-3.6	4.7	-12.7	-5.6	-14.2	-0.4	-11.2	/	/	-6.5
PglD inh	3.5	-1.8	3.8	/	0.5	/	/	/	-7.9	-0.8	-0.3
FN deposition inh	-7.5	-4.1	-18.2	/	1.3	-9.7	-5.3	-11.5	2.9	18.8	4.2
S100A4 inh HTS	/	/	-1.7	-8.3	2.3	3.1	-4.8	0.7	-29.7	-2.4	-3.3
PGC1a acetyl inh	-2.6	9.5	14.2	/	-20.4	2.9	-6.5	4.9	3.5	3.9	-5.5
PAX8 inh HTS	9.9	/	-7.9	5.3	-7.4	-9.5	11.6	8.4	12.3	6.2	3.5

# Results in LGR2 antag and EWS-Fli inh, for 2 of the compounds above:
No.	molecule	LGR2 antag	EWS-Fli inh
2	CCn1c(=O)c2sccc2n(Cc2cccc(C)c2)c1=O	5.3	8.1
3	Cc1cc(C)c2c(=O)cc(C(F)(F)F)oc2n1	-1.9	1.4
